Screening results deposited in PubChem by National Center for Advancing Translational Sciences (NCATS).
Eya2 phos inh = inhibitors of human Eya2 phosphatase activity; O00167; Potency, µM (series often up to 76.9 µM), inactives show top-dose activity, negative = inhibition, hits mostly inhibitors; recombinant Eya2, OMFP fluorescence dephosphorylation (OMFP is methylfluorescein phosphate); 330,000 compounds, 0.006% hits; note: potency is the fitted concentration of half-maximal effect; % is set by controls: 0 for no effect and ±100 for the full control effect
Target sequence (O00167 whole entry, looked up): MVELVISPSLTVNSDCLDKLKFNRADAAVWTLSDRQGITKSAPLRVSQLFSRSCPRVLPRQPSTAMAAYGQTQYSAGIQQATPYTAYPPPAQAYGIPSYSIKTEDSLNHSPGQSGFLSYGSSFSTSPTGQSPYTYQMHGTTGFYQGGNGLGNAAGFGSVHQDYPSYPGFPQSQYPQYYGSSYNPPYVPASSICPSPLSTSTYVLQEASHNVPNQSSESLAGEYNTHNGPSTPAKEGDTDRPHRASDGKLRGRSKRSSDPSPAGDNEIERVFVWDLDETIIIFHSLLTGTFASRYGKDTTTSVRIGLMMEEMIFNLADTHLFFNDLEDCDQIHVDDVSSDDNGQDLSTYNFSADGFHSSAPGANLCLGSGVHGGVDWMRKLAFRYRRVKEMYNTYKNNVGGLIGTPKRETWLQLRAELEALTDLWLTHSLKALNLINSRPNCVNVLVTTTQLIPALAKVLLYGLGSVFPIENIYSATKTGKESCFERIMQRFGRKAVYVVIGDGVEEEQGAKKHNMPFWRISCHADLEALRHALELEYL
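Eya2 (0.2 uM) preincubated 10 min at ambient with compound, then OMFP substrate added at 50 uM; 10 min reaction in 50 mM HEPES pH 7.5, 50 mM NaCl, 5 uM MgCl2, 0.05% BSA, 1 mM DTT. Fluorescence read at Ex 485/Em 525 nm.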
GALK inh = blocks human galactokinase activity; P51570; Potency, µM (highest dose often 57.5 µM), for the others: top-dose activity change, negative = inhibition, actives largely listed as inhibitors; 270,000 compounds, 0.007% hits; Purified GALK, Kinase-Glo residual ATP luminescence; note: potency is the fitted concentration of half-maximal effect; % is set by controls: 0 for no effect and ±100 for the full control effect
Target sequence (P51570 whole entry, looked up): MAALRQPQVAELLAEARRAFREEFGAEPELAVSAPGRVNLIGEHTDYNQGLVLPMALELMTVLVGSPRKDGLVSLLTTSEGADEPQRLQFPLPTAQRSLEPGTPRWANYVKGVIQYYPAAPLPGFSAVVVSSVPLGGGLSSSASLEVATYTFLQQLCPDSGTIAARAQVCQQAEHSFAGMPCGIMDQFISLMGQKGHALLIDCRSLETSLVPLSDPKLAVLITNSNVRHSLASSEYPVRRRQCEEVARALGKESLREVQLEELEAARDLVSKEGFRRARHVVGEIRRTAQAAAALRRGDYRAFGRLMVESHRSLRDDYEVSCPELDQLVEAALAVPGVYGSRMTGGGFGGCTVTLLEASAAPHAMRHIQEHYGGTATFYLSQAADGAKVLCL
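The enzyme phosphorylates galactose (100 uM) using ATP (35 uM); inhibition is detected as higher residual ATP, quantified by bioluminescence after 1 h reaction at room temperature, pH 8.0.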
USP2a inh = inhibitors of human ubiquitin-specific protease USP2a; O75604; Potency, µM (series often up to 38.3 µM), for the others: top-dose activity change, negative = inhibition, most hits filed as inhibitors; AID 463254; 330,000 compounds, 0.01% hits; USP2 core, Ub-CHOP2 coupled fluorogenic reporter, 485/531;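 note: potency is the fitted concentration of half-maximal effect; plate controls were DMSO wells for no effect and full inhibition by NEM control for full effect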
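USP2 core (10nM final) preincubated 30min RT with compound in 20mM Tris-HCl pH 8.0, 2mM CaCl2, 2mM beta-mercaptoethanol, 0.05% CHAPS; 25nM Ub-CHOP2 plus 25nM reporter substrate added, fluorescence (Ex485/Em531) read after 60min.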
MBNL1 CUG block = inhibitors of human MBNL1 binding to CUG repeat RNA | AID 2675 | TR-FRET MBNL1-His/biotin-(CUG)12 binding, 665/545 ratio | Potency, µM (doses to about 57.5 µM), for inactives: top-dose activity change, negative = inhibition, usual class: inhibitors | 280,000 compounds, 0.036% hits; active = well fitted inhibition curve with a large enough effect in the signal ratio, with a control signal flat, not every such curve was filed as active; inconclusive = small, poorly fitted or top-dose-only effect, or effect the other way, or a change in a side signal; inactive = no such curve, though single readings can be large or run the other way; the % refers to the signal ratio; note: potency is the fitted concentration of half-maximal effect; % is set by controls: 0 for no effect and ±100 for the full control effect
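Compounds (final 92 nM to 58 uM) are added to His-tagged MBNL1 and biotin-(CUG)12, then terbium anti-His antibody and streptavidin-XL665 (5 nM final). After 60 min at room temperature, the 665/545 nm ratio is read.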
Chronic BCR inh = blocks chronic active B-cell receptor signaling; ABC-DLBCL IkBa-CBG/CBR reporter, luminescence ratio, 4 h; Potency, µM (highest dose often 46.1 µM), inactives show top-dose ratio change, negative = lower green/red ratio, actives largely listed as inhibitors; 340,000 compounds, 0.05% hits; AID 493014; active = well fitted inhibition curve with a large enough effect in the signal ratio, with a control signal flat, not every such curve was filed as active; inconclusive = small, poorly fitted or top-dose-only effect, or effect the other way, or a change in a side signal; the % refers to the signal ratio;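 note: potency is the fitted concentration of half-maximal effect; plate controls were basal doxycycline-induced cells for no effect and cells given 10 µM MG132 for full effect; MG132 reads +100%, hits lower the ratio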
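Doxycycline induced both beetle luciferases in TMD8 lymphoma cells; IKK-driven degradation limits the IkappaBalpha-fused green signal, while red luminescence normalises for cell number and nonspecific effects. Compounds tested up to 46 uM, 4 hrs.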
hERG WT inh = blocks the wildtype human KCNH2 potassium channel; Q12809; U2OS, BacMam KCNH2, thallium flux FluxOr; hits give low values; activity change, % at 1.84 µM; 340,000 compounds, 0.37% hits; AID 720551;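 active = maximum activity change below -70%; inconclusive = maximum activity change between -70% and -50%; inactive = maximum activity change above -50%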; note: % is set by controls: 0 for no effect and ±100 for the full control effect
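U2OS cells transduced with wild-type KCNH2 virus are loaded with FluxOr dye for 45 min, and thallium flux is measured in kinetic reads before and after stimulation buffer. Rate constants are normalized to DMSO controls.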
PKM2 act = activators of human pyruvate kinase M2. purified PKM2, Kinase-Glo ATP luminescence, activation; response scale: 0% is enzyme alone, no compound. Potency, µM (highest dose often 57.5 µM), for inactives: at the highest dose activation, most hits filed as activators. 260,000 compounds, 0.34% hits. AID 1631; note: potency is the fitted concentration of half-maximal effect; % is set by controls: 0 for no effect and ±100 for the full control effect; nearly all actives have a fitted effect of over 55% in size
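ATP formation by purified human PK-M2, quantified via coupled luciferase luminescence after 1 h at room temperature with 0.1 mM ADP and 0.5 mM PEP final.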
Mito fusion act = mitochondrial division inhibition or fusion activation; S. cerevisiae fusion-defective mutant growth rescue, CellTiterGlo 48 h; Potency, µM (highest dose often 46.1 µM), for the others: at the top dose growth rescue (activation), hits mostly activators; 320,000 compounds, 0.23% hits;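 note: potency is the fitted concentration of half-maximal effect; % of control where 0% means no effect; nearly all actives have a fitted effect of over 45% in size; temperature-sensitive fusion mutants such as fzo1-1 at 37 °C on non-fermentable ethanol glycerol medium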
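Yeast fusion mutant, YPEG (non-fermentable carbon), compound, 48 h at 37C non-permissive; CellTiterGlo added, 10 min RT, luminescence read. Rescued growth = division inhibition.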
TSHR antag = blocks TSH signaling through the human TSH receptor | P16473 | TSHR-expressing cells, TSH-stimulated cAMP HTRF, 2 h; hits give low values | activity change, negative = inhibition, % at 11.5 µM | 330,000 compounds, 0.2% hits | AID 504810;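 active = activity change below a set negative limit, meaning inhibition stronger than a set level, cut at about -70% in these data; inconclusive = activity change between two set negative limits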; note: % is set by controls: 0 for no effect and ±100 for the full control effect
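Freshly harvested TSHR cells receive pin-tooled compound, then EC80 TSH at 4nM final. After 2 hours at 37 deg C, antibody in lysis buffer and cAMP-d2 are added; 30 minutes at ambient temperature precede the HTRF read.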
Menin MLL FP TR = displaces Texas Red mutant MLL peptide from human menin; O00255; Potency, µM (highest dose often 61.6 µM), for inactives: top-dose FP activity change, negative = inhibition, usual class: inhibitors; 270,000 compounds, 0.23% hits; Menin + Texas Red MLL mutant peptide, fluorescence polarization; active = well fitted inhibition curve with a large enough effect in the polarisation, with a control signal flat, not every such curve was filed as active; inconclusive = small, poorly fitted or top-dose-only effect, or effect the other way, or a change in a side signal; inactive = no such curve, though single readings can be large or run the other way; the % refers to the polarisation; note: potency is the fitted concentration of half-maximal effect; % of control where 0% means no effect; many of its hits are not listed in these tables
ASM inhibitor = blocks human secretory acid sphingomyelinase; P17405; Potency, µM (series often up to 57.5 µM), inactives show at the highest dose activity change, negative = inhibition, hits mostly inhibitors; placental ASM, HMU-PC fluorogenic substrate, 60 min; 340,000 compounds, 0.006% hits; note: potency is the fitted concentration of half-maximal effect
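Steps: dispense placental human ASM, pin compound, wait 10 min at room temperature, add HMU-PC0 substrate at 9 uM final, incubate 60 min at 37 °C, add stop solution raising pH to 10, read fluorescence.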
Active calls of the source: *; ? = inconclusive; nt = not tested or not shown; [ ] = another dose, or the depositor's remark. Unless noted, calls come from the whole dose curve; as a rule, active = well fitted curve in the direction sought with a large enough effect; inconclusive = small, poorly fitted or top-dose-only effect, or another doubt; inactive = no such curve, though single readings can be large; an effect the other way counts as inactive or inconclusive. Some of the compounds tested, so the mix of outcomes need not match the whole.

SMILES | ASM inhibitor | MBNL1 CUG block | USP2a inh | Chronic BCR inh | hERG WT inh | Menin MLL FP TR | Mito fusion act | PKM2 act | Eya2 phos inh | GALK inh | TSHR antag
O=C(c1ccco1)N1CCN(c2ccc(N3CCCCC3)nn2)CC1 | 157%[activator] | nt | 4% | 5% | 27 | nt | 6% | nt | -11% | nt | -3
COC(=O)c1[nH]c2ccc(C)cc2c1NC(=O)CN1CCN(c2ccc(F)cc2)CC1 | -10% | -5% | 0% | -7% | 1 | 30% | 0% | -4% | -1% | 3% | -3
CCCOC(=O)c1ccc(OC(=O)c2ccco2)cc1 | -6% | -4% | 5% | 6% | 0 | 8% | 1% | -1% | -2%[15.4 µM] | 1% | 0
CCCC(=O)Nc1ccc(C(=O)NN2C(=O)c3ccccc3C2=O)cc1 | 4% | 33%[activator] | 3% | -22% | -2 | 18% | -2% | -1% | 0% | -4% | 6
COc1ccc(-c2nnc(SC(C)C(=O)NC3CC3)o2)cc1 (stereo not drawn) | 2% | nt | 2% | 1% | 2 | nt | -1% | nt | 19% | nt | 22
C/C=C(/C)C(=O)Nc1cccc(C2=NOC3(C2)C[C@H](C(N)=O)N(C(=O)c2ccc(Cl)cc2)C3)c1 (stereo partly drawn) | 0% | 21% | 1% | ? | -3 | nt | 14µM* | 12% | 2% | 4% | -3
COc1cccc(C2C(C(N)=O)=C(C)Nc3nc(-c4ccccc4Cl)nn32)c1 (stereo not drawn) | 3% | -8% | 3% | -4% | -2 | 19% | -7% | -12% | -13% | 0% | 13
CC[C@H](C)C(C(=O)N1CCN(C(=O)OC(C)(C)C)CC1)n1cc(C(CC(C)C)NC(=O)OC(C)(C)C)nn1 (stereo partly drawn) | -2% | 6% | -3% | -19% | -10 | 12% | -4% | 0% | -24% | 1% | 32
Cc1nc(-c2ccccc2)sc1C1(C)CC(c2ccc(C#N)cc2)=NO1 (stereo not drawn) | -2% | 0% | -2% | ? | 1 | nt | 0% | 0% | 0% | -5% | -7
CC(CCc1ccccc1)NC(=O)CSc1nccc(=O)[nH]1 (stereo not drawn) | 3% | -7% | 2% | -3% | -1 | 3% | 1% | -3% | 18% | 6% | 12
Cc1ccc(S(=O)(=O)N2CCN(CC(=O)N/N=C\c3ccccn3)CC2)cc1 | -1% | nt | 8% | 4% | 2 | nt | -7% | 1% | 8% | 0% | 18
CN(C)CCOC(=O)c1cccc(Br)c1 | 0% | -6% | 3% | -2% | 2 | 6% | 1% | -6% | -5% | 0% | -9

The listing continues.
SMILES | ASM inhibitor | MBNL1 CUG block | USP2a inh | Chronic BCR inh | hERG WT inh | Menin MLL FP TR | Mito fusion act | PKM2 act | Eya2 phos inh | GALK inh | TSHR antag
CCOc1ccccc1N(C(=O)Nc1cccc(Cl)c1)C1=NC(C)CS1 (stereo not drawn) | -1% | -2% | 1% | ? | -19 | 7% | -5% | -5% | 0% | 0% | -4
CCOC(=O)c1sc(NC(C)=O)nc1-c1ccccc1 | -1% | 24% | 0% | ? | 20 | 45%[activator] | 11% | 2% | 7% | nt | nt
CCc1cccc(OCC(=O)Nc2cc(S(=O)(=O)N3CCOCC3)ccc2N2CCCC2)c1 | -9% | -10% | 1% | 2% | 37 | nt | 8% | -7% | -7% | 7% | -6
O=C(CN(C(=O)CNS(=O)(=O)c1ccc(F)cc1)C1CCCC1)NCc1ccco1 | 1% | 0% | 3% | 0% | -1 | nt | -2% | nt | -21% | -1% | -1
Cc1ccc(CS(=O)(=O)CCC(=O)NCCN(C)Cc2ccccc2)cc1 | 4% | 12% | nt | nt | 0 | -3% | -2% | -5% | nt | -3% | nt
Cc1nn(-c2ccccc2)c2c1C(c1ccc([N+](=O)[O-])cc1)N1C(=N2)C(=O)Nc2ccccc21 (stereo not drawn) | ? | 38%[activator] | -1% | ? | -23 | 25% | 9% | 1% | 5% | 1% | -6
Cc1ccc(F)cc1NC(=O)CCOc1ccccc1 | 1% | -5% | 9% | ? | 3 | 8% | -4% | -1% | 8% | 1% | 16
CCn1nnnc1SCC(=O)Nc1cccc(NC(C)=O)c1 | 3% | -14% | ? | -4% | 6 | 0% | -1% | -1% | 7% | 0% | 8
CC(C)(C)c1ccc2c(c1)OCC(C(=O)O)O2 (stereo not drawn) | 0% | -7% | 0% | 14% | 18 | -14% | -1% | 7% | -30% | 1% | 0
CS(=O)(=O)c1ccc(Cl)c(NC(=O)COC(=O)CNC(=O)c2ccc(Br)o2)c1 | 2% | -2% | 4% | ? | 11 | 16% | 0% | 6% | -1% | -5% | 1
CCOC(=O)C1=C(C)Nc2ncnn2C1c1ccccc1F (stereo not drawn) | 82%[activator] | -9% | 1% | ? | 8 | ? | -2% | 9% | -1% | 0% | -9
Cc1cnn(-c2ccc3nnc(-c4ccc(Br)cc4)n3n2)c1 | 14% | 6% | 2% | ? | -3 | -16% | 13% | 1% | 14% | -4% | -2

Additional compounds.
SMILES | ASM inhibitor | MBNL1 CUG block | USP2a inh | Chronic BCR inh | hERG WT inh | Menin MLL FP TR | Mito fusion act | PKM2 act | Eya2 phos inh | GALK inh | TSHR antag
CC1=CCC2C(=O)N(c3cc(C)on3)C(=O)C2C1 (stereo not drawn) | 0% | -3% | -1% | ? | 5 | -12% | -1% | -5% | 3% | -1% | 8
O=C(c1cc(Br)c[nH]1)N1CCSCC1 | 3% | -5% | 0% | 14% | -4 | 6% | 0% | nt | 0% | 4% | 14
Cc1cc2oc(=O)c(CC(=O)O)c(C)c2c2occ(C(C)(C)C)c12 | 8% | 386%[activator] | 6% | 7% | 17 | ? | 16% | nt | -3% | 0% | -6
COc1ccc(NC(=O)C(CC(=O)O)Cc2ccccc2)cc1 (stereo not drawn) | 4% | -8% | 2% | 2% | -1 | 12% | -3% | -10% | -6% | 2% | 5
O=C(N/N=C/c1ccc(-c2ccc([N+](=O)[O-])cc2)o1)c1cccnc1 | -1% | ? | 4% | -1% | -2 | nt | -4% | 3% | 12% | nt | -7
O=C(CSc1ncn[nH]1)c1ccc(OC(F)F)cc1 | 6% | -15% | -9% | -23% | 1 | -7% | 14% | 0% | -2% | 7% | 0
Cc1ccc(CCNC(=O)C2CCN(S(=O)(=O)c3ccc4c(c3)NC(=O)C(C)S4)CC2)cc1 (stereo not drawn) | -10% | 5% | -2% | ? | -19 | 21% | 5% | nt | -10% | 2% | -20
O=C(CCc1nnc(CCCCc2ccccc2)o1)NCCc1cccnc1 | 1% | -1% | 0% | 0% | -4 | 4% | -3% | -3% | -8% | 1% | 21
Cc1noc(C)c1S(=O)(=O)N1CCCN(C(=O)/C=C/c2ccccc2F)CC1 | 1% | nt | 1% | -2% | -9 | nt | 1% | nt | 2% | nt | -3
COC(=O)CSc1nnc(CNC(=O)c2ccccc2OC)n1-c1ccc(OC)cc1 | 5% | -7% | -5% | -8% | 1 | 14% | -5% | -11% | -3% | 0% | -1
CCCCCCC(c1c(C)n(C)n(-c2ccccc2)c1=O)c1c(C)n(C)n(-c2ccccc2)c1=O | -1% | -6% | 5% | 7% | -6 | ? | 2% | -10% | 3% | -2% | 0
COc1cc2c(cc1OC)C(COc1ccc(C(C)C)cc1)NCC2 (stereo not drawn) | 5% | -8% | -5% | -29% | 28 | nt | -10% | nt | 1% | 4% | 36
CCOC(=O)c1ccc(-n2c(CN3CCN(CCO)CC3)nc3ccc([N+](=O)[O-])cc3c2=O)cc1 | 0% | ? | 7% | -1% | 2 | 16% | -1% | 1% | 6% | -1% | 0
O=C(Oc1cccc(O)c1)C1CCCCC1 | nt | -3% | 11% | 1% | nt | 4% | 2% | 1% | -4% | -1% | -3
Cc1cc(C=O)c(C)n1-c1cccc(C(=O)O)c1 | -1% | -6% | 0% | -1% | -24 | 0% | 0% | 1% | 7% | -2% | -10
